HEK293 NOD2/NF-kB = inhibition of NOD2-driven NF-kB reporter – cell-based, luminescence, uHTS, HEK293 (AID 1566); inhibition, % at 4 µM; hits with a dose series show EC50 in µM; HEK293 NOD2/NF-kB luciferase reporter, luminescence; higher % means a stronger effect; 0.63% of 290,000 active; also: many of its hits are not listed in these tables
KOR beta-arrestin-1 = kappa opioid receptor activators – cell-based, luminescence, uHTS, primary screen (AID 1777); KOR beta-arrestin recruitment, luminescence; higher % means a stronger effect; activation, % at 10 µM, or EC50 in µM where a hit was titrated; 0.02% of 280,000 active; in the data active = activation above about 50%, passing the limit was not always enough; also: a part of the inactive calls stands beside numbers as strong as those of hits
Rac1 GTP hydrolysis = MgcRacGAP GTPase-activating activity inhibitors, confirmation, biochemical, ADP Hunter fluorescence; 0.6% of 340,000 active; inhibition, % at 30 µM, or IC50 in µM where a hit was titrated; MgcRacGAP-stimulated Rac1 GTP hydrolysis, ADP Hunter fluorescence; higher % means a stronger effect; GST-tagged Rac1 F28L mutant substrate;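 active = first-screen hits whose inhibition reached a set limit at any dose in the follow-up dose series; inconclusive = inhibition above the set first-screen limit but never retested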;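 also: fluorescence reports GDP produced by GAP-driven GTP hydrolysis; strong numbers were not always called active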
NOD1 NF-kB reporter = inhibition of NOD1-driven NF-kB reporter – cell-based, luminescence, uHTS, primary screen (AID 1578); NOD1-driven NF-kB luciferase reporter cells, luminescence; higher % means a stronger effect; inhibition, % at 4 µM, or EC50 in µM where a hit was titrated; 1% of 290,000 active; in the data active = inhibition mostly above about 36%, no sharp cut-off; inactive = mostly below about 34%;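 also: HEK-293T reporter cells stimulated with the NOD1 agonist gamma-tri-DAP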
HIV peptide binding = inhibitors of HIV fusion peptide binding, primary screen, biochemical, uHTS, fluorescence dequenching (AID 1986) | cell-free peptide binding, fluorescence dequenching, 30 min; higher % means a stronger effect | inhibition, % at 20 µM, or IC50 in µM where a hit was titrated | 0.3% of 290,000 active; in the data active = inhibition mostly above about 52%, no sharp cut-off; inactive = mostly below about 76%; also: some results filed as inactive read as strong as hits
GPR55 antagonists = inhibition of LPI-stimulated GPR55 beta-arrestin translocation – imaging, U2OS, beta-arrestin-GFP, LPI agonist, primary screen (AID 2013) | U2OS GPR55 beta-arrestin-GFP translocation imaging, LPI antagonism; higher % means a stronger effect | one-dose inhibition, % at 10 µM; IC50 in µM for titrated hits | 0.13% of 290,000 active;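 active = spots per cell inhibited over 60%, with over 100 cells counted and total cytoplasm intensity under 500,000; inconclusive = wells with under 100 cells, flagged as likely toxic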;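 also: U2OS cells stably carrying GPR55 and arrestin-GFP stimulated by 5 µM LPI near EC80; imaged beta-arrestin-GFP aggregate spots per cell after agonist stimulation; plate controls were LPI-stimulated DMSO wells for no effect and DMSO wells without LPI for full effect; some results filed as inactive read as strong as hits; confirmed hits need IC50 under 10 µM and bright autofluorescent wells are also inconclusive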
KOR beta-arrestin-2 = KOR antagonists, beta-arrestin recruitment, cell-based, luminescence, uHTS (AID 1778) | inhibition, % at 10 µM, or IC50 in µM where a hit was titrated | 0.091% of 290,000 active | KOR beta-arrestin recruitment, luminescence, antagonist mode; higher % means a stronger effect; also: strong numbers were not always called active
SV40 large T antigen = TAg ATPase/helicase activity blockers – biochemical (AID 1903). SV40 large T antigen ATPase/helicase inhibition assay; higher % means a stronger effect. inhibition, % at 20 µM, or IC50 in µM where a hit was titrated. 0.39% of 310,000 active; in the data active = a potency from the dose series; inconclusive = inhibition mostly from about 32% at the one dose, without a potency; inactive = the rest, 99 in 100 with inhibition below about 32%; also: strong numbers were not always called active
GPR55 activation = selective activators of receptor GPR55 – imaging, U2OS cells, beta-arrestin-GFP redistribution, primary screen (AID 1961); 0.048% of 290,000 active; U2OS GPR55 beta-arrestin-GFP redistribution imaging; higher % means a stronger effect; one-dose activation, % at 10 µM; EC50 in µM for titrated hits;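 active = activation above 40% with more than 50 cells counted in the well; inconclusive = wells holding fewer than 50 cells, flagged as toxic or sparse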;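 also: U2OS osteosarcoma cells stably expressing GPR55 and beta-arrestin-GFP; plate controls were DMSO negative control for no effect and LPI positive control for full effect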
* hit, by the source's call; ? = inconclusive; / = not tested or not shown; [ ] = dose if it differs, or a comment. Rule as the data show it, unless noted: active = inhibition above about 50%; inactive = the rest. A portion of the library, so the mix of outcomes need not match the whole.

1	CCc1nccn1-c1cc(C(C)(C)C)nc2c(-c3ccc(Cl)cc3)cnn12
2	c1nnnn1C12CC3CC(CC(C3)C1)C2
3	Cc1nn(C)c(C)c1CN(C)S(=O)(=O)c1ccc(F)cc1
4	N#CC1CC(c2ccccc2)Nc2cc(Cl)ccc2N1 (configuration not stated)
5	COC(=O)c1sc(NC(=O)C2c3ccccc3Oc3ccccc32)c(C(=O)OC)c1C
6	CNC(=S)N1CCc2cc(OC)c(OC)cc2C1COc1ccc(F)cc1 (configuration not stated)
7	COc1ccc(N=Nc2c(C)n[nH]c2C)cc1
8	Cc1[nH]c2ccccc2c1SCc1nnc(SCc2ccccc2)n1C

Screen / compound no.,1,2,3,4,5,6,7,8
HEK293 NOD2/NF-kB,-3.8%,-8.9%,12.1%,-166.8%,-34.3%,22.3%,-86.1%,-0.2%
KOR beta-arrestin-1,1.8%,0.4%,1.7%,1.0%,-5.7%,-4.9%,-3.5%,1.0%
Rac1 GTP hydrolysis,3.6%,7.4%,7.9%,31.4%,3.1%,1.1%,8.8%,9.2%
NOD1 NF-kB reporter,-10.4%,7.1%,-2.4%,-3.6%,-27.7%,3.4%,7.3%,2.3%
HIV peptide binding,0.4%,-1.2%,2.0%,0.9%,-2.7%,1.0%,0.5%,-0.8%
GPR55 antagonists,2.3%,-1.0%,-2.0%,-5.2%,15.4%,-1.3%,0.0%,16.6%
KOR beta-arrestin-2,18.4%,-35.5%,-39.3%,-17.6%,-45.3%,-1.6%,23.0%,11.5%
SV40 large T antigen,5.6%,4.9%,4.8%,9.2%,6.4%,10.2%,6.9%,9.9%
GPR55 activation,-0.3%,-0.2%,-0.1%,0.5%,-0.2%,0.2%,-0.1%,0.1%

9	Cc1ccc(S(=O)(=O)NCc2ccc3c(c2)cc(C)n3C)cc1
10	CCc1ccc(S(=O)(=O)Nc2cccc(C3OCCCO3)c2)cc1
11	CCCCn1c(N)c(N(CC)C(=O)CCc2ccccc2)c(=O)[nH]c1=O
12	O=C(NCC(F)(F)F)Nc1ccccn1
13	CCn1c(NCc2ccccn2)nc2ccccc21
14	COc1ccc(CCNC(=S)N2CCC(C(N)=O)CC2)cc1
15	Cc1ccccc1CN1CCN(S(C)(=O)=O)CC1
16	CC(=O)c1cccc(NC(=O)c2cccc3ccccc23)c1

Screen / compound no.,9,10,11,12,13,14,15,16
HEK293 NOD2/NF-kB,22.5%,29.7%,7.8%,-3.1%,-3.6%,-6.4%,13.8%,8.7%
KOR beta-arrestin-1,-3.4%,6.1%,0.5%,-5.5%,6.1%,2.2%,5.1%,-4.0%
Rac1 GTP hydrolysis,11.8%,/,0.3%,2.7%,7.4%,9.1%,6.5%,13.6%
NOD1 NF-kB reporter,1.6%,-13.7%,-36.8%,-9.4%,2.8%,-10.2%,-10.9%,-9.4%
HIV peptide binding,7.0%,-0.6%,3.2%,2.0%,-1.6%,0.9%,2.0%,-0.7%
GPR55 antagonists,14.0%,6.2%,-0.8%,-1.4%,3.4%,-0.9%,2.8%,5.9%
KOR beta-arrestin-2,-28.5%,-16.7%,-24.1%,-13.3%,-51.0%,-31.2%,40.1%,5.1%
SV40 large T antigen,9.2%,4.9%,0.3%,18.4%,6.6%,18.1%,5.5%,/
GPR55 activation,-0.3%,1.0%,0.2%,-0.1%,-0.4%,0.0%,-0.3%,-0.2%

17	CCc1ccc(CNc2ccc(O)cc2)cc1
18	Cc1ccc(S(=O)(=O)NNC(=O)c2c(O)c3ccccc3[nH]c2=O)cc1
19	CCCCC(CC)C(=O)Nc1ccc(Cl)cn1 (configuration not stated)
20	Cc1nc2nc(SCC(=O)NCCN3CCOCC3)nn2c(C)c1Cc1ccccc1
21	CCOC(=O)C1=C(C)NC(=S)N(C(C)=O)C1c1ccc(Cl)cc1 (configuration not stated)
22	O=C(OCC(=O)c1ccccc1Br)c1ccccn1
23	C=CCOC(=O)COc1ccc2c(C)c(C)c(=O)oc2c1
24	O=C(O)CCC(=O)Nc1ccccc1C(=O)NC1CCCCC1

Screen / compound no.,17,18,19,20,21,22,23,24
HEK293 NOD2/NF-kB,0.4%,3.4%,-8.3%,4.3%,5.0%,12.2%,-6.0%,2.8%
KOR beta-arrestin-1,-3.2%,7.2%,-1.2%,3.6%,-1.0%,-1.4%,-0.5%,1.1%
Rac1 GTP hydrolysis,19.9%,11.1%,4.5%,6.9%,1.8%,6.8%,11.3%,8.5%
NOD1 NF-kB reporter,9.6%,-1.9%,/,14.9%,-15.0%,-14.6%,-4.7%,-23.5%
HIV peptide binding,10.8%,-0.4%,-0.1%,-1.4%,3.2%,5.7%,-2.3%,-1.5%
GPR55 antagonists,0.7%,5.8%,-5.0%,8.8%,11.8%,2.1%,-2.5%,3.5%
KOR beta-arrestin-2,-18.5%,-15.5%,21.4%,-24.0%,22.0%,13.6%,-34.1%,10.0%
SV40 large T antigen,?,3.0%,10.7%,0.2%,3.1%,6.5%,7.2%,7.8%
GPR55 activation,-0.2%,-0.2%,0.2%,-0.2%,0.4%,-0.2%,-0.2%,-0.1%

25	[2H]c1c([2H])c([2H])c(C(=O)c2sc(N3CCCCCC3)nc2-c2ccccc2)c([2H])c1[2H]
26	CCOc1ccc(C2CC(=O)n3nc(C45CC6CC(CC(C6)C4)C5)nc3S2)cc1OC (configuration not stated)
27	CCc1ccc(NC(=O)N2CCc3ccccc3C2)cc1
28	O=S(=O)(c1ccc2c(c1)OCO2)N1CCN(c2nnnn2-c2ccccc2)CC1
29	O=C(COc1ccc(Cl)cc1Cl)Nc1cccnc1
30	CCOc1ccccc1C(=O)NCC(=O)OCCOc1cccc(Cl)c1
31	Cc1ccc2nc(/C(C#N)=C/c3ccc(-c4ccccc4C(=O)O)o3)[nH]c2c1
32	O=C(Nc1ccccc1Cl)c1cc[n+](Cc2ccc([N+](=O)[O-])cc2)cc1

Screen / compound no.,25,26,27,28,29,30,31,32
HEK293 NOD2/NF-kB,6.8%,-9.5%,-53.7%,-22.8%,-80.4%,-15.7%,-9.8%,10.7%
KOR beta-arrestin-1,0.8%,4.7%,-0.4%,5.1%,1.3%,2.6%,-4.6%,-1.7%
Rac1 GTP hydrolysis,12.5%,9.8%,10.4%,14.5%,3.7%,6.5%,16.0%,6.6%
NOD1 NF-kB reporter,-5.7%,-18.1%,-54.9%,-5.8%,-45.6%,-24.0%,-10.5%,-12.2%
HIV peptide binding,-2.9%,-1.2%,-1.6%,-1.7%,2.6%,-1.0%,94.3%*,-1.6%
GPR55 antagonists,47.4%,17.4%,21.0%,-19.2%,8.4%,6.3%,-0.6%,6.3%
KOR beta-arrestin-2,-1.4%,-30.3%,-14.6%,30.7%,-9.9%,7.1%,4.5%,-11.1%[20 µM]
SV40 large T antigen,0.2%,-2.6%,-2.8%,2.8%,9.7%,9.2%,24.0%,0.7%
GPR55 activation,-0.3%,-0.1%,0.6%,-0.2%,-0.3%,-0.1%,-0.1%,-0.3%

33	COc1ccc(NC(=O)c2ccc3ncsc3c2)c2ccccc12
34	CCC/C(O)=C1\C(=O)CC(C)(C)CC1=Nc1cccc([N+](=O)[O-])c1
35	COc1ccc(CCNc2c([N+](=O)[O-])c(=O)oc3ccccc23)cc1OC
36	COc1ccc(NC(=O)CN(C)S(=O)(=O)c2cccc3nsnc23)cc1
37	CC(=O)N1CCc2cc(S(=O)(=O)NC(C(=O)NC(C)c3ccccc3)C(C)C)ccc21 (configuration not stated)
38	CC(=O)c1c(C)[nH]c(C(=O)OCC(=O)Nc2cccc(S(=O)(=O)N3CCCC3)c2)c1C
39	C/C(O)=C(\C#N)P(=O)(c1ccccc1)c1ccccc1
40	NC(=O)NCC12CC3CC(CC(C3)C1)C2

Screen / compound no.,33,34,35,36,37,38,39,40
HEK293 NOD2/NF-kB,13.7%,5.7%,-13.8%,18.9%,8.2%,20.9%,-9.8%,-7.7%
KOR beta-arrestin-1,2.1%,-1.1%,2.1%,5.4%,-0.9%,-3.4%,4.7%,10.7%
Rac1 GTP hydrolysis,2.7%,8.9%,9.0%,6.2%,9.8%,8.0%,11.2%,11.8%
NOD1 NF-kB reporter,10.1%,-1.8%,13.4%,-7.5%,-16.4%,6.8%,2.1%,6.6%
HIV peptide binding,3.5%,-1.5%,0.8%,0.8%,0.5%,-0.1%,-0.1%,-1.0%
GPR55 antagonists,22.0%,-2.4%,-9.7%,-4.2%,2.5%,7.6%,-6.5%,-21.0%
KOR beta-arrestin-2,-7.5%,26.4%,2.4%,9.0%,-11.0%,-5.7%,-9.4%,-16.7%
SV40 large T antigen,12.4%,5.1%,9.0%,20.5%,2.0%,21.4%,6.4%,7.6%
GPR55 activation,-0.2%,-0.1%,-0.1%,1.1%,0.0%,-0.3%,0.2%,0.1%

41	COC(=O)CSc1nnc(-c2ccc(S(=O)(=O)N3CCCC3)cc2)o1
42	O=C(COC(=O)c1ccc(Br)o1)NCCc1ccccc1
43	COc1ccc(C(=O)N/N=C/c2ccc(OC)c(OS(=O)(=O)c3ccccc3)c2)cc1
44	CCN(CC(=O)NCc1ccc(Cl)cc1)C(=O)/C=C/c1ccccc1
45	COc1ccccc1NC(=O)Nc1ccccc1Br
46	Cc1cc(C(=O)Nc2nncs2)oc1C
47	O=C(O)c1cccc(NC(=O)c2cccc(S(=O)(=O)N3CCCCC3)c2)c1

Screen / compound no.,41,42,43,44,45,46,47
HEK293 NOD2/NF-kB,-11.8%,8.4%,16.2%,4.2%,6.9%,0.0%,-30.5%
KOR beta-arrestin-1,2.1%,-4.8%,0.3%,0.4%,-6.3%,-2.1%,-1.3%
Rac1 GTP hydrolysis,12.1%,7.6%,12.3%,4.2%,8.0%,11.8%,5.2%
NOD1 NF-kB reporter,-1.4%,-13.2%,3.3%,-27.2%,-28.9%,-17.6%,-31.6%
HIV peptide binding,1.4%,-1.2%,-2.8%,-0.5%,0.6%,-0.4%,0.7%
GPR55 antagonists,-2.0%,10.5%,12.7%,13.5%,14.9%,11.1%,4.5%
KOR beta-arrestin-2,2.7%,0.3%,-3.7%,-30.2%,-24.6%,15.1%[20 µM],-14.1%
SV40 large T antigen,4.4%,10.8%,5.3%,19.3%,7.4%,9.7%,13.6%
GPR55 activation,0.0%,-0.3%,0.0%,-0.2%,0.4%,1.1%,0.0%

Record cards, from the list above. Values in the order: HEK293 NOD2/NF-kB	KOR beta-arrestin-1	Rac1 GTP hydrolysis	NOD1 NF-kB reporter	HIV peptide binding	GPR55 antagonists	KOR beta-arrestin-2	SV40 large T antigen	GPR55 activation
Cc1cc(C(=O)Nc2nncs2)oc1C reads 0.0%	-2.1%	11.8%	-17.6%	-0.4%	11.1%	15.1%[20 µM]	9.7%	1.1%
CCN(CC(=O)NCc1ccc(Cl)cc1)C(=O)/C=C/c1ccccc1 reads 4.2%	0.4%	4.2%	-27.2%	-0.5%	13.5%	-30.2%	19.3%	-0.2%
